HCT116 PTEN-null = growth suppression of PTEN-null HCT116, primary screen, cell-based, CellTiter-Glo; HCT116 PTEN-null viability, 60 h; stronger effect = lower value; viability, % at 10 µM; 1.2% of 140,000 active;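 active = viability at or below a set limit, 4 SD under the median of all tested compounds, cut at about 3.7% in these data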;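 also: PTEN knockout HCT116 line with beta catenin targeted HCT116 as companion control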
Measles CPE = compounds protecting cells from measles virus cytopathic effect, primary screen, measles RdRp inhibitor project, single point, MLSMR library, absorbance. Measles virus-infected cells, CPE protection. protection (pct of control), % at 4 µM. 1.5% of 140,000 active; in the data active = protection mostly above about 24%, no sharp cut-off; inactive = mostly below about 26%; also: some compounds called inactive have numbers as strong as hits
Phagocyt inh = inhibitors of macrophage phagocytosis, primary screen, imaging, J774A.1 cells, IgG beads. 0.07% of 110,000 active. inhibition, % at 5 µM. J774A.1 macrophage IgG-bead phagocytosis;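 active = inhibition above the mean of the plate negative controls plus 5 SD, cut at about 13% in these data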;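 also: phagocytic index as fraction of beads internalized from green versus red external bead signal; plate controls were DMSO negative control for no effect and cytochalasin-D positive control for full effect; some results beyond the cut were filed as inactive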
NPY-Y2 antag = NPY-Y2 receptor antagonists, primary screen, cell-based; Neuropeptide Y receptor type 2 (Homo sapiens), P49146; NPY-Y2 expressing cells, antagonist mode; inhibition, % at 2.7 µM; 0.99% of 140,000 active; AID 793, 2007; in the data active = inhibition above about 17%;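 also: 0% = vehicle with agonist challenge and 100% = reference antagonist with challenge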
Target sequence (P49146 whole entry, looked up): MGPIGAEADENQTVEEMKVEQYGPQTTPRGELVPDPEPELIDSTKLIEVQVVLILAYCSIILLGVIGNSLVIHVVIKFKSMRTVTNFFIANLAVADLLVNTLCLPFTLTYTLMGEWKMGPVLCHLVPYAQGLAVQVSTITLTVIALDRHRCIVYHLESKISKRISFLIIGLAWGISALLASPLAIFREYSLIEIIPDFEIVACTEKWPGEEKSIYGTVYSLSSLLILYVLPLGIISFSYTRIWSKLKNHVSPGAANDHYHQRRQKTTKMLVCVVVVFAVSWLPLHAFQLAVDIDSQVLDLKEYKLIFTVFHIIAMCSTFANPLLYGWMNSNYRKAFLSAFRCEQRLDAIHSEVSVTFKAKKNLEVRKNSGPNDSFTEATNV
E-sel TNF inh = E-selectin induction blockers in HUVEC – imaging, immunofluorescence, high content, primary screen; HUVEC TNFa-induced E-selectin immunofluorescence; inhibition, % at 2 µM; 0.71% of 120,000 active; AID 1246, 2008;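 active = inhibition above the batch mean plus 3 SD, and confirmed as a hit on visual image review, cut at about 43% in these data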;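 also: 0% = TNF-stimulated DMSO wells and 100% = unstimulated control wells; not every result past the cut was called active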
MRP1 act = H69AR viability gain despite doxorubicin, primary screen, MRP-1 activator project, H69AR cells, CellTiter-Glo. viability rescue. AID 799, 2007. 0.61% of 140,000 active. viability increase, % at 10 µM;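 active = viability gain under doxorubicin at or above a set limit, the compound median plus 3 SD, cut at about 4.7% in these data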;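 also: MRP-1 overexpressing cells given doxorubicin 25 µM after compound pretreatment; 18-22 h compound pretreatment then 72 h with doxorubicin before readout; 0% = doxorubicin-only wells and 100% = vehicle-treated cells without doxorubicin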
HCT116 bCat-KO = primary screen for growth suppressors in beta-catenin knockout HCT116 cells (colon tumor, human) | HCT116 beta-catenin knockout viability, CellTiter-Glo, 60 h; stronger effect = lower value | 1.5% of 140,000 active | viability, % at 10 µM;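 active = viability at or under a set limit, the compound median less 4 SD, cut at about 6% in these data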;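 also: 0% = Hyamine 1622 control at 20 µM and 100% = untreated cell control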
Yeast growth inh = growth inhibitors of yeast BB579 in restrictive medium, primary screen, yeast lifespan-shortening project, S. cerevisiae; OD615, 48 h; inhibition, % at 10 µM; 0.51% of 140,000 active; AID 804, 2007;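 active = inhibition above a set limit, 3 SD over the mean compound inhibition, cut at about 44% in these data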; also: inactives centre near -24
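test system = yeast BB579 (DeaD) | buffer or medium = restrictive CSMM-D medium | doses = single compound dose of 10 µM, 0.25% DMSO final | times = 4 h preincubation and 48 h exposure at 30 °C | technique = culture absorbance at 615 nm | benchmarks = amphotericin B 10 µg/mL, positive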
GALR2 blocker = GALR2 antagonists in receptor-expressing cells, primary screen. Galanin receptor type 2 (Homo sapiens), O43603. antagonist mode. inhibition, % at 4 µM. 0.39% of 140,000 active. AID 828, 2007; in the data active = inhibition above about 27%;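 also: cells stimulated with galanin 1-16 at roughly its EC80; 0% = agonist challenge control and 100% = basal control without agonist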
Target sequence (O43603 whole entry, looked up): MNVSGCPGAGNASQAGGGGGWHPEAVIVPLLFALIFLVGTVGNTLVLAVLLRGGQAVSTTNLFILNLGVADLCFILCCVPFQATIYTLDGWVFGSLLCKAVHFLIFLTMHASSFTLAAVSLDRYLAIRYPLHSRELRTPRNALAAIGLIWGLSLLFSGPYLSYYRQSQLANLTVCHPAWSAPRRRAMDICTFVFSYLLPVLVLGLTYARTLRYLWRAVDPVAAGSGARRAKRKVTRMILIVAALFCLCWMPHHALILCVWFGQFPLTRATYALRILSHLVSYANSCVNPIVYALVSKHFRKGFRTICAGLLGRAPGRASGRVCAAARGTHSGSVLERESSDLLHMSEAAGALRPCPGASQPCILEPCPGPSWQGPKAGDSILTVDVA
Yeast life ext = compounds extending yeast replicative lifespan, primary screen, S. cerevisiae, OD615; AID 775, 2007; 0.68% of 130,000 active; inhibition of the nicotinamide effect, % at 10 µM; S. cerevisiae growth with nicotinamide; deaD strain in restrictive glucose medium;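 active = inhibition above a set limit, placed 3 SD over the median of all compounds, cut at about 26% in these data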;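 also: 0% = nicotinamide-treated wells and 100% = cells grown without nicotinamide; some compounds called inactive have numbers as strong as hits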
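Assay system: engineered S. cerevisiae DeaD replicative-lifespan strain, galactose-grown log-phase cells; medium: restrictive CSMM-D dextrose medium; also added: nicotinamide, 1.5 mM, co-present with compound; schedule: 48 h compound exposure at 30 °C, humidified; detection: absorbance at 615 nm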
* = called active by the depositor; . = not tested or not shown.

nr	SMILES	HCT116 PTEN-null	Measles CPE	Phagocyt inh	NPY-Y2 antag	E-sel TNF inh
1	O=C(CNc1n[nH]c(=O)[nH]c1=O)N/N=C/c1cccnc1	97	11	1	-1	.
2	Cc1ccc(CSCC(=O)N/N=C/c2sccc2C)cc1	90	12	0	8	2
3	CCOC(=O)N1CCN(C(=O)c2cnn3ccccc23)CC1	88	15	0	-1	-6
4	CCOC(=O)c1ccc(N=Cc2nc(-c3ccccc3)oc2OC(C)=O)cc1	94	4	-1	3	11
5	COC(=O)Cn1c(=NC(=O)C(C)(C)C)sc2c(C)cc(C)cc21	85	10	0	2	-22
6	CCc1ccc2oc(=O)cc(CN3CCC(C)CC3)c2c1	91	18	0	4	-19
7	COc1ccc(OC)c(N(CC(=O)Nc2ccc3c(c2)OCO3)S(=O)(=O)c2ccccc2)c1	49	36	0	6	4
8	CCOC(=O)c1c(C2COc3ccccc3O2)csc1N (stereo not given)	77	4	1	3	29
9	O=C(c1ccc(CSc2nc3ccncc3[nH]2)cc1)N1CCN(c2cccc(Cl)c2)CC1	21	11	.	-1	24
10	CC(C)(C)c1nc(CN2CCOCC2)ccc1O	97	16	2	1	13
11	CC(=O)c1ccc(N2CCN(C(=O)c3ccco3)C(C)C2)c(F)c1 (stereo not given)	96	6	-1	1	-34
12	Cc1ccccc1-c1nnc(NC(=O)CSc2nc3ccccc3s2)s1	77	13	.	10	-11

nr	MRP1 act	HCT116 bCat-KO	Yeast growth inh	GALR2 blocker	Yeast life ext
1	1.6	94	3	4	-6
2	0.0	94	-11	-8	-14
3	-0.5	108	-5	5	-4
4	-1.4	90	-22	-4	-18
5	-1.7	93	-9	10	-2
6	0.6	88	-35	-4	-6
7	-2.8	51	-8	1	-15
8	-5.5	74	-26	-2	0
9	-0.5	13	-6	10	1
10	1.6	105	0	-10	1
11	-0.5	92	-10	10	-9
12	-1.1	80	-29	1	-2

Next section
nr	SMILES	HCT116 PTEN-null	Measles CPE	Phagocyt inh	NPY-Y2 antag	E-sel TNF inh
13	Cc1ccccc1N(CC(=O)N/N=C/c1ccc(N(C)C)cc1)C(=O)c1ccccc1	100	8	.	1	-10
14	COC(=O)Cc1nnc(NC(=O)c2ccccc2)s1	100	19	0	-2	14
15	COc1cccc(C(=O)Nc2c(C(N)=O)oc3ccccc23)c1	72	5	0	2	.
16	NC(=O)CN1C(=O)C(O)(CC(=O)/C=C\C=C\c2ccccc2)c2ccccc21 (stereo not given)	92	6	3	3	.
17	CC(=O)Nc1ccc(Sc2ncccc2C(=O)Nc2ccc(F)cc2)cn1	93	6	.	5	-13
18	COC(=O)N1N=C(c2ccccc2)CC1(O)C(F)(F)F (stereo not given)	99	2	.	0	-7
19	Cn1c(CNC(=O)Nc2cccc(Cl)c2)nnc1SCc1ccccc1	89	35	-1	1	-7
20	CCC(=O)Nc1cccc(NC(=O)c2cccnc2)c1	93	6	1	2	-5
21	CS(=O)c1ccccc1COC(=O)Nc1ccc(Cl)cc1 (stereo not given)	91	27	0	2	-26
22	CCCCc1nc(NCC2CCCO2)c(C#N)c2c1COC(C)(C)C2 (stereo not given)	76	5	.	1	-44
23	CCc1nnc(NC(=O)CN2CCN(C3CCCCC3)CC2)s1	104	6	0	-2	8
24	O=C(N/N=C/c1cccs1)c1ccc(NC(=O)c2ccccc2Cl)cc1	72	6	-2	2	.

nr	MRP1 act	HCT116 bCat-KO	Yeast growth inh	GALR2 blocker	Yeast life ext
13	-1.0	104	-49	-2	-16
14	0.7	97	-31	4	-7
15	-5.2	85	5	14	-13
16	-2.4	78	-11	18	0
17	-2.3	98	-16	-19	-10
18	1.2	100	-10	7	-10
19	0.9	76	-28	28*	-5
20	-1.6	105	-6	12	-12
21	-0.1	84	-78	4	-11
22	-2.9	87	-18	1	-8
23	0.7	97	-32	-7	-8
24	3.4	67	-30	10	2

Sorted by value in NPY-Y2 antag (low to high): 4 of the compounds above.
entry | compound | NPY-Y2 antag
23 | CCc1nnc(NC(=O)CN2CCN(C3CCCCC3)CC2)s1 | -2
10 | CC(C)(C)c1nc(CN2CCOCC2)ccc1O | 1
8 | CCOC(=O)c1c(C2COc3ccccc3O2)csc1N (stereo not given) | 3
2 | Cc1ccc(CSCC(=O)N/N=C/c2sccc2C)cc1 | 8

(listing goes on)
nr	SMILES	HCT116 PTEN-null	Measles CPE	Phagocyt inh	NPY-Y2 antag	E-sel TNF inh
25	O=C(CN1C(=O)c2ccccc2S1(=O)=O)Nc1ccc(S(=O)(=O)N2CCCCC2)cc1	107	6	-1	0	-12
26	Cc1ccc(-c2noc(CCC(=O)Nc3ccc4c(c3)OCO4)n2)cc1	96	31	0	11	.
27	CCOc1cc(-c2ccc(N)c(OCC)c2)ccc1N	80	16	0	1	4
28	O=C(NNC(=O)c1ccc(SCC2CCCO2)c([N+](=O)[O-])c1)c1ccc(F)cc1 (stereo not given)	105	8	1	0	-11
29	O=C(Cn1nnc(-c2cccs2)n1)OC1CCCCC1	95	16	0	2	-3
30	O=C1CC(Cc2ccccc2)C(=O)N1CCc1ccc2c(c1)OCO2 (stereo not given)	97	20	2	6	-16
31	Cc1cc(N2CCN(C(=O)c3ccco3)CC2)n2nc(C)nc2n1	93	5	.	1	0
32	O=C(CSc1nc2c(cnn2-c2ccccc2)c(=O)[nH]1)c1ccc(Cl)cc1	103	6	.	1	-29
33	N=c1ccn(Cc2ccccc2Cl)cc1	25	21	-1	4	13
34	Cc1ccc(NCc2nnc(SCC(=O)NCCc3ccccc3)n2C)cc1	92	4	0	2	.
35	CCn1cc(C(=O)OCC(=O)Nc2cccc(S(=O)(=O)N3CCOCC3)c2)c(=O)c2ccc(C)nc21	99	9	-1	2	-15
36	NNC(=O)CN1C(c2ccc(Cl)cc2)=Nc2ccc(Br)cc2C1c1ccccc1 (stereo not given)	80	1	-2	6	-14

nr	MRP1 act	HCT116 bCat-KO	Yeast growth inh	GALR2 blocker	Yeast life ext
25	-0.1	100	-26	1	-7
26	-3.3	88	-12	-11	-6
27	-4.0	87	-13	3	-18
28	1.0	93	-17	-5	-8
29	0.8	101	-26	6	-1
30	-1.4	93	-15	0	14
31	-0.3	100	-12	5	4
32	-4.5	93	-36	0	.
33	-2.0	22	-31	-11	-5
34	0.1	92	-3	-9	-5
35	-1.6	96	-71	-5	6
36	1.7	86	-8	-9	-4

Reprinted at random: 2 compounds from above
nr	SMILES	HCT116 PTEN-null	Measles CPE	Phagocyt inh	NPY-Y2 antag	E-sel TNF inh
29	O=C(Cn1nnc(-c2cccs2)n1)OC1CCCCC1	95	16	0	2	-3
35	CCn1cc(C(=O)OCC(=O)Nc2cccc(S(=O)(=O)N3CCOCC3)c2)c(=O)c2ccc(C)nc21	99	9	-1	2	-15

nr	MRP1 act	HCT116 bCat-KO	Yeast growth inh	GALR2 blocker	Yeast life ext
29	0.8	101	-26	6	-1
35	-1.6	96	-71	-5	6

Next entries follow:
nr	SMILES	HCT116 PTEN-null	Measles CPE	Phagocyt inh	NPY-Y2 antag	E-sel TNF inh
37	CCOC(=O)N1CCC(NC(=O)c2ccc3c(c2)ncn3C2CCCC2)CC1	93	7	.	0	.
38	COc1ccc(Br)cc1C(=O)Nc1cc(C)cc(C)c1	88	3	.	3	0
39	Cc1ccccc1/C=C1\CCCc2ccccc2C1=O	77	25	.	5	3
40	Cc1ccc(/C=C/C(=O)Nc2sc3c(c2C#N)CCCC3)o1	96	17	-8	3	.
41	O=C(CCN1CCN(CCO)CC1)Nc1ccc(F)c(F)c1	102	9	0	-1	-25
42	Cc1nn(CCC(N)=S)c2nc(-c3cccs3)cc(C(F)(F)F)c12	62	26	-8	1	.
43	O=C(NC1CCCC1)C(c1ccc(Cl)cc1)N1CCOCC1 (stereo not given)	101	6	0	1	-12
44	O=C(O)COc1ccc(Oc2ccccc2)cc1	98	11	0	11	-39
45	COc1cc(/C=C(\C#N)c2ccccn2)ccc1OCC(=O)Nc1cccc(C(F)(F)F)c1	10	16	0	4	-6
46	CCOC(=O)CN(C(=O)Cn1nnc2ccccc21)C(C(=O)NCCOC)c1ccccc1 (stereo not given)	111	2	0	-1	-3
47	CCOc1cc(CNCCSc2nnnn2C)cc(Br)c1OCc1ccccc1F	86	5	.	7	-53
48	COc1ccccc1C1=Nn2c(nnc2C2CCCCC2)SC1	93	19	0	0	.

nr	MRP1 act	HCT116 bCat-KO	Yeast growth inh	GALR2 blocker	Yeast life ext
37	-1.4	100	-29	6	0
38	-0.3	81	-14	17	-16
39	-4.9	65	5	10	.
40	2.5	99	-27	1	0
41	-2.3	95	-33	-4	-1
42	1.7	73	-33	-4	-2
43	0.4	103	-2	-8	-6
44	-0.5	97	-42	-1	-12
45	-4.8	14	-32	-3	1
46	-0.4	100	-32	2	-10
47	-4.0	79	-47	-2	-21
48	0.2	93	-60	-17	-8

Other compounds follow.
nr	SMILES	HCT116 PTEN-null	Measles CPE	Phagocyt inh	NPY-Y2 antag	E-sel TNF inh
49	COCCn1nnnc1C(C(C)C)N1CCC(Cc2ccccc2)CC1 (stereo not given)	75	6	-1	0	-9
50	COc1c2ccc(C(=O)NCc3cc(C(F)(F)F)cc(C(F)(F)F)c3)cc2nn1C	98	2	-1	0	.
51	COC(=O)c1[nH]c2ccc(C)cc2c1NC(=O)c1ccccc1[N+](=O)[O-]	99	19	.	5	12
52	CC(C)CCNC(=O)Cc1c(C(=O)O)[nH]c2ccc(Cl)cc12	93	46*	-1	5	-36
53	Cc1cc(C)n2nc(N)c(N=Nc3cccc(Cl)c3)c2n1	93	4	0	-1	.
54	C/C(=N/NC(=O)c1cccs1)c1ccc(N2CCOCC2)cc1	98	1	-6	1	14
55	Cc1ccc(OCCOC(=O)Nc2ccccc2)cc1	104	13	-6	5	.
56	CC(C)COc1ccc(C(=O)Nc2ccc(SC(F)F)cc2)cc1	93	17	-4	2	.
57	Cc1cc(C)c2[nH]c(=O)c(CN(CC3CCCO3)C(=S)Nc3ccccc3)cc2c1 (stereo not given)	101	13	-3	4	.

nr	MRP1 act	HCT116 bCat-KO	Yeast growth inh	GALR2 blocker	Yeast life ext
49	-0.4	80	-5	8	-11
50	0.3	104	-64	-5	0
51	-2.7	104	-11	7	-2
52	-1.8	96	-23	1	-5
53	2.0	102	-16	16	0
54	-0.6	105	-52	-3	24
55	1.1	92	7	2	-8
56	3.0	83	5	-3	1
57	-2.1	123	-41	-8	2

Screening results deposited in PubChem by several laboratories.
